Source: PubChem BioAssay
KB-3-1 cytotox = kills parental KB-3-1 adenocarcinoma cells; KB-3-1 viability, CellTiter-Glo ATP luminescence, 72 h; Potency, µM (top dose mostly 46.1 µM), for the others: at the top dose activity change, negative = cytotoxic, actives largely listed as cytotoxic; actives 1.4% (n = 400,000); also: % is scaled to controls: 0 for no effect and ±100 for the full control effect; nearly all actives have a fitted effect of over 60% in size
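Parental KB-3-1 adenocarcinoma cells in phenol-red-free DMEM with 10% FBS were pin-treated with compounds at several concentrations, incubated 72 h at 37 °C, and viability read by CellTiter-Glo luminescence; concentration-effect curves were fitted after normalization.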
KB-V1 cytotox = KB-V1 MDR subline cytotoxicity; KB-V1 MDR cells viability, CellTiter-Glo, 72 h; Potency, µM (titrated, usually from 46.1 µM), for the others: at the top dose activity change, negative = cytotoxicity, usual class: cytotoxic; actives 3.4% (n = 400,000); also: % is scaled to controls: 0 for no effect and ±100 for the full control effect; nearly all actives have a fitted effect of over 60% in size
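KB-V1, DMEM (no phenol red) + 10% FBS; cpd pin-transferred, titration series; 72 h, 37 degrees C; CellTiter-Glo, luminescence. Data normalized, curve-fit.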
SW480 rereplic = inducers of DNA re-replication in SW480 colon cancer cells; SW480 DNA re-replication, Hoechst DNA content imaging, 48 h; Potency, µM (highest dose often 46.1 µM), for the others: at the highest dose re-replication activation, actives largely listed as activators; actives 1.8% (n = 340,000); AID 624297; also: % of control where 0% means no effect; nearly all actives have a fitted effect of over 55% in size
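Hoechst fluorescence of nuclei (405 nm excitation, 500-530 nm emission) measured by plate-scanning imager after 48 hr compound exposure at 37 C; re-replication scored as increased number of nuclei with elevated intensity.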
HT1080 IDH1KD tx = kills HT-1080 cells with IDH1 knockdown; Potency, µM (highest dose often 46.1 µM), inactives show top-dose activity, negative = toxicity, hits mostly cytotoxic; HT-1080 IDH1 knockdown viability, ATP luminescence, 48 h; actives 2% (n = 360,000);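 also: 0% = DMSO wells and -100% = cell-free medium wells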
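Cytotoxicity counter-line: IDH1KD HT-1080, 48 h, CellTiter-Glo. Curves classed by r2, magnitude and activity.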
HT1080NT lethal = kills 2HG-producing HT-1080-NT fibrosarcoma cells; actives 1.6% (n = 360,000); Potency, µM (top dose mostly 46.1 µM), inactives show at the highest dose activity, negative = less viability, most hits filed as cytotoxic; AID 686970; HT-1080-NT fibrosarcoma viability, CellTiter-Glo ATP luminescence, 48 h;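 also: NT is the 2HG producing partner of a matched IDH1 knockdown line; 0% = DMSO-treated cells and -100% = media-only wells without cells; nearly all actives have a fitted effect of over 55% in size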
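HT-1080-NT; 750 cells/well; 5% FBS RPMI; 48 h compound, 37 degrees C; CellTiter-Glo luminescence; curve fitting and curve-class assignment.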
GLP1R cytotox = cytotoxicity counter-screen for GLP-1 receptor inverse agonists. HEK293 cAMP-luciferase reporter cells, luminescence, 24 h. Potency, µM (series often up to 38.3 µM), without a hit: top-dose activity change, negative = inhibition, actives largely listed as inhibitors. actives 0.13% (n = 410,000). AID 624418;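 also: loss of luciferase light is scored as toxicity; % is scaled to controls: 0 for no effect and ±100 for the full control effect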
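Luminescence readout: signal drop marks cytotoxicity. Plated cells grew 12 h at 37 °C, 5% CO2, received 23 nL compound for 24 h, then got luciferase reagent, read after 12 min at RT.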
GLP1R ag = activates the human GLP-1 receptor. AID 624172. HEK293 GLP-1R CRE-luciferase, luminescence, 4-6 h; cells express a hypersensitive GLP-1R form. actives 0.007% (n = 380,000). Potency, µM (top dose mostly 45.6 µM), for the others: at the top dose activation, hits mostly activators. P43220; also: % of control where 0% means no effect
Target sequence (P43220 whole entry, looked up): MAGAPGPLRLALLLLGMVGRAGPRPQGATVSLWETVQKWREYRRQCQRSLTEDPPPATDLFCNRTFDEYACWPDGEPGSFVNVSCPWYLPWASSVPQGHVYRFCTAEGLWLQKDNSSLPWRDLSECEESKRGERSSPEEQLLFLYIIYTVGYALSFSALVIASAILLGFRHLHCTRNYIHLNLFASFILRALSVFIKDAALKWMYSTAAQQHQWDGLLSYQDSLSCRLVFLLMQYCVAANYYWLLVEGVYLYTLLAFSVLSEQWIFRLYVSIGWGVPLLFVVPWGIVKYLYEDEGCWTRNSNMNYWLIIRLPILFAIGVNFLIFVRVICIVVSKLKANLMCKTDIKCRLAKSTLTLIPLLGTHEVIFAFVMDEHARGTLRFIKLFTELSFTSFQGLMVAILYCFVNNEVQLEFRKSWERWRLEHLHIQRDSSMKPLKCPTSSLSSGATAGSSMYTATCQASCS
TDP43 rescue = TDP-43 toxicity inhibition in yeast; actives 1.8% (n = 410,000); Potency, µM (top dose mostly 46.1 µM), without a hit: at the highest dose growth rescue (activation), hits mostly activators; TDP-43 expressing yeast growth rescue, BacTiter-Glo, 24 h; also: % of control where 0% means no effect; nearly all actives have a fitted effect of over 50% in size
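Yeast expressing TDP-43 (pregrown in raffinose, seeded at OD600=0.02 in galactose medium) exposed to compounds 24 hr at 30 deg C. Growth read by BacTiter-Glo luminescence; rescue of toxicity appears as increased signal.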
GLP-1R inv ag = acts as inverse agonist at human GLP-1 receptor | P43220 | HEK293 GLP-1R CRE-luciferase, luminescence, 24 h; GLP-1R form is constitutively active | Potency, µM (series often up to 38.3 µM), inactives show top-dose activity change, negative = inhibition, usual class: inhibitors | actives 1.6% (n = 410,000) | AID 624417; also: % is scaled to controls: 0 for no effect and ±100 for the full control effect; nearly all actives have a fitted effect of over 55% in size
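GLP-1R inverse agonism mode: basal reporter luminescence in engineered HEK293 cells measured after one day of compound exposure at 37 deg C, with a 12 min room-temperature detection step.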
* hit, by the source's call; u = inconclusive; x = not tested or not shown; [ ] = remark or other dose. Calls follow the shape of the dose curve; as a rule, active = well fitted curve in the direction sought with a large enough effect; inconclusive = small, poorly fitted or top-dose-only effect, or another doubt; inactive = no such curve, though single readings can be large; an effect the other way counts as inactive or inconclusive. Potency is read from the fitted curve at half-maximal effect.

SMILES	KB-3-1 cytotox	KB-V1 cytotox	SW480 rereplic	HT1080 IDH1KD tx	HT1080NT lethal	GLP1R cytotox	GLP1R ag	TDP43 rescue	GLP-1R inv ag
Cc1cc(C)cc(NC(=O)c2cccc(N3C(=O)C4C5C=CC(C5)C4C3=O)c2)c1 (stereo not given)	-5%	-12%	13%	-4%	4%	-15%	5%	-4%	u
C=CCn1c(COc2ccccc2)nnc1SCC(=O)O	-6%	5%	2%	15%	7%	-6%	-30%	-20%	7%
CCOC(=O)c1cc2c(ccn2C)n1CC(=O)N1CCN(c2cccc(C(F)(F)F)c2)CC1	-7%	-34%	12%	-14%	-8%	6%	-35%[inhibitor]	1%	u
O=C1CC(c2ccco2)Cc2nc(N3CCN(Cc4ccc5c(c4)OCO5)CC3)ncc21 (stereo not given)	-1%	-5%	-1%	-1%	-6%	3%	1%	-2%	u
CCCCn1c(N)c(N(CCOC)C(=O)c2cc(-c3ccc(OC)c(OC)c3)nc3ccccc23)c(=O)[nH]c1=O	2%	14%	-5%	6%	5%	5%	1%	15%	9%
COc1ccccc1N(C)S(=O)(=O)c1ccc(C(=O)NC(C)(C)C)cc1	5%	-3%	4%	1%	10%	0%	1%	1%	-5%
CN(C)S(=O)(=O)c1ccc(Cl)c(C(=O)OCC(=O)NC(=O)c2cccn2C)c1	6%	-6%	0%	17%	0%	-9%	-5%	-17%	20%
CN1CC(c2ccc(Cl)c(Cl)c2)[C@@]2(COc3ccccc3C2=O)[C@@]12C(=O)Nc1ccccc12 (stereo not given in full)	u	9.2µM*	u	7%	-10%	3%	-12%	7%	u
CC(=O)C1=CCC(c2ccccc2)N(S(=O)(=O)c2ccc(Cl)cc2)C1 (stereo not given)	-2%	-3%	x	u	u	-9%	-6%	u	-23%
COC(=O)C1=C(NC(=O)c2ccccc2C)CCS1	0%	-14%	-16%	0%	-2%	3%	7%	20%	-21%

Part of the list above, showing only HT1080NT lethal and KB-V1 cytotox:
canonical_smiles,HT1080NT lethal,KB-V1 cytotox
C=CCn1c(COc2ccccc2)nnc1SCC(=O)O,7%,5%
CCOC(=O)c1cc2c(ccn2C)n1CC(=O)N1CCN(c2cccc(C(F)(F)F)c2)CC1,-8%,-34%

The main list resumes; the 5 compounds before the break are reprinted first.
SMILES	KB-3-1 cytotox	KB-V1 cytotox	SW480 rereplic	HT1080 IDH1KD tx	HT1080NT lethal	GLP1R cytotox	GLP1R ag	TDP43 rescue	GLP-1R inv ag
COc1ccccc1N(C)S(=O)(=O)c1ccc(C(=O)NC(C)(C)C)cc1	5%	-3%	4%	1%	10%	0%	1%	1%	-5%
CN(C)S(=O)(=O)c1ccc(Cl)c(C(=O)OCC(=O)NC(=O)c2cccn2C)c1	6%	-6%	0%	17%	0%	-9%	-5%	-17%	20%
CN1CC(c2ccc(Cl)c(Cl)c2)[C@@]2(COc3ccccc3C2=O)[C@@]12C(=O)Nc1ccccc12 (stereo not given in full)	u	9.2µM*	u	7%	-10%	3%	-12%	7%	u
CC(=O)C1=CCC(c2ccccc2)N(S(=O)(=O)c2ccc(Cl)cc2)C1 (stereo not given)	-2%	-3%	x	u	u	-9%	-6%	u	-23%
COC(=O)C1=C(NC(=O)c2ccccc2C)CCS1	0%	-14%	-16%	0%	-2%	3%	7%	20%	-21%
CCOc1ccc(NS(=O)(=O)c2ccc3c(c2)oc(=O)n3C)cc1	-28%	15µM*	-5%	6%	-1%	0%	0%	-3%	3%
COc1ccccc1OCCC(=O)OCC(=O)NC(C)c1ccccc1 (stereo not given)	1%	3%	5%	u	1%	-3%	3%	-2%	3%
O=C(Cc1ccccc1)Nc1cccc(C(=O)N/N=C/c2ccco2)c1	-3%	12%	u	7%	18%	2%	-9%	-12%	1%
O=C(O)c1n[nH]c2c1CCCC2	-1%	9%	-4%	12%	7%	0%	-4%	-9%	17%
Cc1cccc(C)c1NC(=O)CN(C)CC(=O)N1CC(=O)Nc2ccccc21	3%	22%	-3%	3%	-1%	0%	8%	-9%	-5%
CCOC(=O)Cc1csc(NC(=O)c2cccc(N3C(=O)CCC3=O)c2)n1	-8%	0%	-2%	28%	13%	0%	5%	-15%	1%
CNC(=O)c1ccc(NC(=O)c2cc(S(=O)(=O)N3CCOCC3)ccc2N2CCCC2)cc1	-1%	0%	1%	4%	-2%	-12%	10%	-6%	3%
CCCOc1ccc2oc(=O)c3c(c2c1)CCCN3C(=O)CN1CCc2ccccc2C1	u	u	u	-1%[9.24 µM]	u	u	-1%	-11%	u
COc1ccccc1N1C(=O)c2ccc(C(=O)Nc3ccc(F)cc3)cc2C1=O	-3%	0%	3%	5%	5%	-13%	-2%	12%	9%
O=C(OCCCN=C1NS(=O)(=O)c2ccccc21)c1ccccc1F	u	26%	1%	6%	4%	6%	-3%	4%	8%
O=C(NC1CC1)c1c(O)c2ccccc2[nH]c1=O	u	-15%	-12%	-2%	-3%	3%	-3%	-30%[inhibitor]	-4%
COC(=O)C(Sc1nc(C)cc(C)c1C#N)c1ccccc1 (stereo not given)	-1%	3%	0%	1%	5%	4%	11%	-1%	16%
CC(=O)Nc1ccc(N(CC(O)Cn2c3ccccc3c3ccccc32)S(=O)(=O)c2ccc(C)cc2)cc1 (stereo not given)	u	u	8%	u	u	u	3%	-17%	7.9µM*
N#C/C(=N\Nc1ccccc1)C(=N)N1CCCCCC1	-1%	6%	-19%	-3%	-16%	u	13%	16%	-23%
O=C1CN(C(=O)COC(=O)CCCOc2ccccc2)c2ccccc2N1	3%	-10%	0%	20%	14%	12%	0%	2%	-13%
O=C(Oc1cc(Cl)ccc1Cl)C1=CC=CN2CCS(=O)(=O)N=C12	1%	u	5%	-1%	0%	7%	-1%	1%	16%
COc1ccc(-c2nc3ccccc3n(CC(C)C)c2=O)cc1	1%	u	x	19%	-1%	13%	x	17%	-14%
O=C(c1ccccc1F)N1CCCC(C(=O)N2CCN(c3ccccc3)CC2)C1 (stereo not given)	-4%	u	-19%	24%	3%	0%	9%	4%	-4%
Cc1ccccc1OCc1ccc(C(=O)N2CCOCC2)o1	4%	u	-23%	12%	11%	3%	15%	-1%	-13%
CC1(C(=O)Nc2cccc(OC(F)(F)F)c2)Cc2c(-c3cccc(C(N)=O)c3)ccnc2O1 (stereo not given)	0%	-2%	x	u	u	-14%	13%	22%	-25%
COc1cccc(/C=C/C(=O)OCC(=O)NCc2ccco2)c1	4%	-1%	u	-6%	-6%	14%	5%	21%	11%
CCOC(=O)N1CCN(C(=O)C(=O)NNC(=O)COc2ccc(Cl)c(C)c2)CC1	0%	-2%	-3%	-6%	5%	6%	-2%	-11%	8%
CCOC(=O)C(C)Sc1ncnc2nc[nH]c12 (stereo not given)	u	-20%	-2%	7%	7%	-11%	-4%	1%	-8%
CCC(=O)Nc1cccc(-c2cn3cccc(C)c3n2)c1	-2%	-20%	u	-2%	-5%	-36%	-4%	8%	-32%
O=C(COC(=O)c1ccc(Cl)c(S(=O)(=O)N2CCOCC2)c1)Nc1ccc2[nH]c(=O)[nH]c2c1	0%	-7%	-8%	10%	8%	3%	-3%	1%	12%
COc1cccc(-c2noc(C3CCCN(C(=O)c4ccc(F)cc4F)C3)n2)c1 (stereo not given)	-4%	1%	-11%	0%	2%	-15%	7%	20%	u
CCOC(=O)c1cn(CC)c2ccc(S(=O)(=O)N3CCC(C)CC3)cc2c1=O	-5%	-5%	-3%	6%	7%	5%	1%	-24%	11%
COc1ccc(S(=O)(=O)n2nc(-c3ccc(Cl)cc3)cc2N)cc1OC	u	-22%	-2%	u	-19%	-3%	16%	0%	u
COc1ccc(S(=O)(=O)N2CCN(Cc3ccccc3)CC2)cc1OC	-2%	u	-13%	-6%	0%	16%	10%	0%	4%
CCOC(=O)c1nn(-c2ccc(OCC)cc2)c(C)c1C(C)=O	2%	u	-9%	8%	9%	-2%[1.53 µM]	15%	22%	-7%
COc1ccccc1NC(=O)CN1C(=O)CCS(=O)(=O)c2ccccc21	11%	2%	-5%	4%	10%	1%	-7%	3%	-18%
O=C(COc1ccc([N+](=O)[O-])cc1)N1CCN(c2nnc(-c3ccccc3)c3ccccc23)CC1	-13%	-35%	-10%	19%	-4%	1%	-3%	-2%	-8%
O=C(O)c1cccc(N2C(=O)C3CC=C(Cl)CC3C2=O)c1 (stereo not given)	2%	-3%	1%	3%	-2%	0%	-1%	-13%	-2%
COc1cc(C2c3c(n[nH]c3C)C(=O)N2c2ccc(Br)cc2)ccc1O (stereo not given)	u	13%	-3%	-30%	-13%	-7%	0%	14%	7%
Cc1cccc(CCNc2nc3ccccc3n3nnnc23)c1	2%	0%	-7%	25%	28%	-12%	-4%	5%	6%
CCOc1ccc(NC(=O)NC2CCOC(C)(C)C2)cc1 (stereo not given)	3%	12%	-7%	15%	7%	-6%	-10%	6%	0%
Nc1cccc2c1C(=O)N(C(=O)/C=C/c1cccc(F)c1)C2=O	u	u	18µM*	16µM*	18µM*	321%[activator]	8%	u	56%[activator]
Cc1ccccc1Nc1c(-c2cccnc2)nc2ccc(Br)cn12	1%	0%	-8%	0%	-1%	-12%	15%	6%	u
O=S1(=O)C[C@H](N2CCCC2)[C@@H](COCc2ccccc2)N1	0%	-15%	x	u	6%	3%	-1%	2%	21%
CCOC(=O)c1cc(C)sc1/N=C/C1C(=O)CCCC1=O	11%	-16%	-1%	-2%	9%	-4%	-10%	u	24%
COC(=O)N/N=C\c1ccccc1OC/C=C/c1ccccc1	0%	13%	16µM*	u	u	-25%	3%	-32%[inhibitor]	u
CC(=O)N(c1ccc(N(C(C)=O)S(=O)(=O)c2ccccc2)cc1)S(=O)(=O)c1ccccc1	0%	24%	-6%	u	-24%	4%	1%	-27%	8%
CC(=O)C1=C(c2ccc(Br)cc2)C(=O)c2ccccc2C1=O	u	7.3µM*	8.2µM*	13µM*	13µM*	3.5µM*	-32%[inhibitor]	-90%[inhibitor]	u
O=C(N/N=C/C1CC2CCC1C2)c1c[nH]c2ccccc12 (stereo not given)	-1%	4%	-12%	-5%	-6%	0%	11%	10%	0%
